BL2 CD40 inh – CD40 pathway inhibition in BL2 cells; BL2 NF-kB luciferase reporter, CD40L-induced, 4 h; 0.94% of 83,000 active; AID 1053188; inhibition, % at 10 µM;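 active = mean inhibition of at least 50% with a set share of replicates also reaching that level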;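 note: 0% = neutral control wells and 100% = IKK inhibitor VII at 50 µM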
* hit, by the source's call; & = joins results of further samples; [ ] = dose if it differs, or a comment.

SMILES	BL2 CD40 inh
CCSc1nnc(NC(=O)c2ccc(C)cc2)s1	-34
CN1CCN(C2=C(Cl)C(=O)c3ccccc3C2=O)CC1	24
Cc1ccccc1S(=O)(=O)N1[C@@H]2CNC[C@H]1C2c1ccc(-c2ccccc2)cc1 (some centres not stated)	-12&0
CCOc1ccc(C(=O)NCC(=O)NCC(c2ccc(OC)cc2)N2CCCC2)cc1 (configuration not stated)	-9
CCOC(=O)C1CCN(C(=O)c2ccc(OCC(=O)Nc3ccc(OCC)cc3)c(OC)c2)CC1	-3
CCc1nnc(NC(=O)CCCSc2nc3ccccc3[nH]2)s1	1
O=C(NCc1cccs1)c1ccc(S(=O)(=O)N2CCOCC2)cc1	12
O=C(Nc1cccc(F)c1)N1[C@@H]2CNC[C@H]1C2c1ccc(-c2cccnc2)cc1 (some centres not stated)	-6&-5
CO[C@@H]1CN(C)C(=O)c2cc(NC(=O)c3cccc(F)c3)ccc2OC[C@@H](C)N(C)C[C@H]1C	0[25 µM]
O=C(CCNS(=O)(=O)c1ccccc1)N1CCCCCCC1	-32
COc1ccc(OC)c(S(=O)(=O)N2CCCC2C(=O)N2CCc3ccccc3C2)c1 (configuration not stated)	1
Cc1cc(C)n(-c2ccc(C(=O)Nc3cccc(S(=O)(=O)N4CCCC4)c3)cc2)n1	12
Cc1cc(C)n(CC(=O)N2c3ccccc3Sc3ccccc32)n1	11
Cc1nc(-c2coc3c(CN(C)C)c(O)ccc3c2=O)cs1	-30
C[C@@H]1CCCCO[C@@H](CN(C)S(=O)(=O)c2ccc(Cl)cc2)[C@@H](C)CN([C@@H](C)CO)C(=O)c2cc(NC(=O)Nc3ccc(C(F)(F)F)cc3)ccc2O1	-1[25 µM]
CCc1ccccc1NC(=O)COc1ccc(C(=S)N2CCCC2)cc1	3
C[C@H]1CN([C@@H](C)CO)S(=O)(=O)c2ccc(C#Cc3ccncc3)cc2O[C@@H]1CN(C)C(=O)c1ccncc1	-7[25 µM]
CC(C)N(CCO)C(=O)CCc1nnc(Cc2cccc(C(F)(F)F)c2)o1	-3
CO[C@@H]1CN(C)C(=O)c2cc(NC(=O)C3CCOCC3)ccc2OC[C@H](C)NC[C@@H]1C	5[25 µM]
CC(C(=O)OCc1nnc(-c2ccccc2)o1)N1C(=O)C2CCCCC2C1=O (configuration not stated)	-21
O=C(NC1CCC1)[C@H]1[C@H](CO)[C@H]2Cn3c(ccc(-c4ccccc4F)c3=O)[C@H]2N1Cc1cocn1	-1[25 µM]
COc1ccc(S(=O)(=O)N2CCC(N3CCN(Cc4ccccc4)CC3)CC2)cc1	11
O=C(CCc1nc2ccccc2c(=O)[nH]1)Nc1cccc(S(=O)(=O)N2CCCCC2)c1	2
CC1=NN(c2ccccc2)C(=O)C1CCC#N (configuration not stated)	4
Cc1ccc(CSCCNS(C)(=O)=O)cc1	20
C=C(CN(C)C)C(=O)c1cc(C)ccc1C	91*
CN(C)S(=O)(=O)c1cccc(C(=O)NC2CCCc3ccccc32)c1 (configuration not stated)	-3
Cc1ccc(S(=O)(=O)NC2=NCN(C3CCCCC3)CN2)cc1	15
COc1ccc(S(=O)(=O)N2CCCCC2)cc1NC(=O)CCNC(=O)c1ccco1	1
O=C(CN(C(=O)c1ccccc1)N1C(=O)CCC1=O)c1cccs1	7
Cc1cccn2cc(CCNC(=O)c3cccs3)nc12	-1
CCOC(=O)c1c(-c2cccs2)csc1NC(=O)CC(C)C	3
CCC(=O)c1cn(CC(=O)O)c2ccccc12	8
Nc1ccc2nc(-c3cccs3)[nH]c2c1	-25
O=C(O)C1CCCN1C(=O)Oc1ccccc1 (configuration not stated)	3
Cc1cccn2c(=O)nc(SCC(=O)N3CCCCC3)nc12	-1
CCOCCCNS(=O)(=O)c1ccc2c(c1)OCCO2	10
CCc1cc(C(=O)N2CCCC(CNC(=O)c3ccc(-c4ccccc4)cc3)C2)no1 (configuration not stated)	15
O=C1COc2c1ccc(O)c2O	12
Cc1nn(C)cc1NC(=O)C[C@@H]1CC[C@@H]2[C@H](COc3ccc(NC(=O)c4cccc(F)c4)cc3C(=O)N2C)O1	1[25 µM]
Cc1cc(C(=O)CN2C(=O)CCC2=O)c(C)n1Cc1ccccc1	14
CC1(C(=O)NS(=O)(=O)c2ccc(C#N)cc2)CCN1C(=O)c1ccccc1CCc1ccccc1 (configuration not stated)	1
Brc1cn2ccnc2c(N2CCOCC2)n1	-5
Cc1cc(OCC(=O)NC(C)C)cc(C)c1Br	13
O=C(NCC1(N2CCCCC2)CCCCC1)C1CC(=O)N(c2ccc3c(c2)OCCO3)C1 (configuration not stated)	23
CC1(c2ccc(OC(F)F)cc2)NC(=O)N(CC(=O)Nc2ccc3c(c2)OCO3)C1=O (configuration not stated)	9
O=C(C1CCOCC1)N1CC(=O)N2[C@H](C1)[C@@H](c1ccc(-c3cccnc3)cc1)[C@@H]2CO	-3[25 µM]
O=C(Nc1ccc(C(=O)N2CCCc3ccccc32)cc1)c1cccs1	-7
O=C(N/N=C/c1ccc(F)cc1)c1ccc(OCc2ccccc2)cc1	11
O=C(c1cc(C2CC2)nn1-c1ccccc1)N1CCN(Cc2ccccc2F)CC1	-4
CSC1=NCCN1C(=O)c1ccc2c(c1)OCO2	-5
CCC(CC)NC(=O)c1cccc(Br)c1	4
C[C@H](O)C#Cc1ccc([C@H]2[C@@H](CO)N3CCCCN(S(=O)(=O)Cc4ccccc4)C[C@@H]23)cc1	-4[25 µM]
O=C(c1nc2ccccn2c1CN1CCCC(c2nc3ccccc3o2)C1)N1CCCC1 (configuration not stated)	5
CSCCC(NC(=O)c1occc1C)C(=O)O (configuration not stated)	6
CS(=O)(=O)N1CC(=O)N2[C@H](C1)[C@H](c1ccc(C#CCC3CCCC3)cc1)[C@@H]2CO	-11[25 µM]
CCCCCCC1CC(=O)NC(=S)N1 (configuration not stated)	5
C[C@H]1CN([C@@H](C)CO)C(=O)c2cccc(NC(=O)c3nc4ccccc4s3)c2O[C@H]1CN(C)Cc1ccc(C(=O)Nc2ccccc2N)cc1	-75
N#C[C@H]1[C@@H](c2ccccc2-c2ccccc2F)[C@H](CO)N1C(=O)C1CCOCC1	-10[25 µM]
O=C(c1n[nH]c2ccccc12)N1CCN(S(=O)(=O)c2ccc(Cl)cc2)CC1	-6

7 of the compounds above, as comma-separated lines:
SMILES,BL2 CD40 inh
O=C(Nc1ccc(C(=O)N2CCCc3ccccc32)cc1)c1cccs1,-7
O=C(N/N=C/c1ccc(F)cc1)c1ccc(OCc2ccccc2)cc1,11
O=C(c1cc(C2CC2)nn1-c1ccccc1)N1CCN(Cc2ccccc2F)CC1,-4
CSC1=NCCN1C(=O)c1ccc2c(c1)OCO2,-5
CCC(CC)NC(=O)c1cccc(Br)c1,4
C[C@H](O)C#Cc1ccc([C@H]2[C@@H](CO)N3CCCCN(S(=O)(=O)Cc4ccccc4)C[C@@H]23)cc1,-4[25 µM]
O=C(c1nc2ccccn2c1CN1CCCC(c2nc3ccccc3o2)C1)N1CCCC1 (configuration not stated),5

Sorted by value in BL2 CD40 inh (lowest first): 3 of the compounds above
SMILES	BL2 CD40 inh
O=C(Nc1ccc(C(=O)N2CCCc3ccccc32)cc1)c1cccs1	-7
CCC(CC)NC(=O)c1cccc(Br)c1	4
Cc1cc(OCC(=O)NC(C)C)cc(C)c1Br	13

(more compounds)
SMILES	BL2 CD40 inh
CCOC(=O)c1ncc2[nH]c3cccc(OC(C)C)c3c2c1C	-9[25 µM]
CC(C)(C)NC(=O)COC(=O)c1cc(Br)ccc1Cl	-2
N#CCCN(C(=O)COC(=O)C1CCN(S(=O)(=O)c2ccccc2C(F)(F)F)CC1)c1ccccc1	3
O=C(Cn1cnc2sc(-c3ccccc3)cc2c1=O)N1CCOCC1	-27
O=C(NCCCN1CCCC1=O)c1cc2ccccc2o1	-3
CCN(C(=O)c1ccc2c(c1)OCO2)C12CC3CC(CC(C3)C1)C2	4
O=C(Nc1ccc2c(c1)CCCN2C(=O)c1ccccc1)c1ccccc1	-48
COc1ccccc1C(=O)Nc1ccc2c(c1)C(=O)N(C)C[C@H](OC)[C@H](C)CN(C(C)=O)[C@H](C)CO2	-7[25 µM]
CC1CN(C2CCN(S(=O)(=O)c3ccc4ccccc4c3)CC2)CC(C)O1 (configuration not stated)	0
Cc1ccc(-n2[nH]c(C)c(/C=N/n3c(C)nc4ccccc4c3=O)c2=O)cc1	0
CC(C)CNC(=O)C1C2C=CC(C2)C1C(=O)O (configuration not stated)	24
O=C(CCc1nc2ccccc2c(=O)[nH]1)N1CCN(c2ccccc2Cl)CC1	-7
Cc1cc(NCCCn2ccnc2)n2c(nc3ccccc32)c1C#N	16
CO[C@@H]1CN(C)C(=O)c2ccc(NC(=O)c3cc(C)on3)cc2OC[C@@H](C)N(C)C[C@@H]1C	-6
COc1ccc(-c2ccc([C@@H]3[C@H](C#N)N(C(=O)C4CCCC4)[C@H]3CO)cc2)cc1	-1
COc1ccc(CCNC(=O)COC(=O)c2ccc(OC)cc2OC)cc1	4
O=C(CN1CCN(c2ccccc2)CC1)Nc1c(C(=O)C2CC2)oc2ccccc12	7
CCCS(=O)(=O)NC(=O)C1(C)CCN(C(=O)c2cccc(OC(F)(F)F)c2)C1 (configuration not stated)	1
N#C[C@@H]1[C@@H](c2ccc(C#CC3CC3)cc2)[C@H](CO)N1C(=O)c1cccc(F)c1	-7
CCCS(=O)(=O)NC(=O)C1(C)CCN(C(=O)COc2ccccc2)C1 (configuration not stated)	0
CCN(CC)CC(C)(C)COC(=O)c1oc2ccccc2c1C	-30
Cc1nc2sc3c(c2c(=O)o1)CC(C)(C)OC3	6
COc1ccc(CNC(=O)COC(=O)c2c(C)nn(-c3ccccc3)c2C)cc1OC	10
CC1(C)Oc2cc(N)c([N+](=O)[O-])cc2O1	0
Cc1ccc(C(=O)N2CCN(c3ccccc3O)CC2)cc1S(=O)(=O)N1CCCCC1	17
Cn1cnc(S(=O)(=O)N2CCCCN3[C@H](C2)[C@H](c2ccc(C#CC4CCCC4)cc2)[C@@H]3CO)c1	1[25 µM]
Cc1nn(C(C)C(=O)NCCc2ccco2)c(=O)c2nn(-c3ccccc3)c(C)c12 (configuration not stated)	7
O=C(NCC1CC1)[C@H]1[C@H](CO)[C@H]2Cn3c(cccc3=O)[C@H]2N1Cc1cncnc1	9[25 µM]
O=C(c1ccc(S(=O)(=O)N2CCCC2)cc1)N1CCN(c2ccccc2)CC1	7
C=CCNC(=O)C(=O)NCCCN1CCOCC1	0
C/C=C/c1ccc([C@H]2[C@@H](CO)N(C(C)=O)[C@H]2CN(C(=O)COC)C(C)C)cc1	-4[25 µM]
COc1ccc(C(CC(=O)c2ccc3c(c2)OCO3)C(=O)O)cc1OC (configuration not stated)	-3
CC(C)OCCCNC(=O)c1ccc(NS(C)(=O)=O)cc1	4
Cc1cccc(N2CCN(Cc3nc(-c4ccccc4Cl)oc3C)CC2)n1	10
CCCn1c(=O)c2c(ncn2C)n(CCC)c1=O	1
CNC(=O)c1cc(Cl)c(OC)c(OC)c1	15
CCCCNC(=O)COC(=O)c1ccc(F)cc1Cl	-15
O=C(COc1ccc(S(=O)(=O)NC2CCCCC2)cc1)NCC1CCCO1 (configuration not stated)	4
C[C@H](NC(=O)[C@H]1[C@H](CO)[C@H]2Cn3c(ccc(-c4ccncc4)c3=O)[C@H]2N1C)c1ccccc1	4[25 µM]
COc1ccc(C(=O)Nc2nc3ccccc3[nH]2)cc1S(=O)(=O)N1CCOCC1	-3

Part of the list above, with bars between the fields:
molecule | BL2 CD40 inh
CC(C)OCCCNC(=O)c1ccc(NS(C)(=O)=O)cc1 | 4
COc1ccc(CNC(=O)COC(=O)c2c(C)nn(-c3ccccc3)c2C)cc1OC | 10

Other results.
SMILES	BL2 CD40 inh
COc1ccccc1CNS(=O)(=O)c1c(C)cc(C)cc1C	10
COc1ccc(CCNC(=O)CSc2nc3scc(-c4ccccc4)c3c(=O)[nH]2)cc1	2
CCOc1cccc(-c2cc(-c3n[nH]c(=S)n3CC)c3ccccc3n2)c1	-13
CCNc1nc(N)c(C(=O)c2ccc(Cl)s2)s1	43
S=C(c1ccc2c(c1)OCO2)N1CCCCC1	14
COc1ccc2oc(C(=O)OCC(=O)N(CC(C)C)c3c(N)n(Cc4ccccc4)c(=O)[nH]c3=O)c(C)c2c1	3
Nc1nc2cc(Br)ccc2o1	-5
C/C(=N/NC(=O)c1ccccn1)c1ccncc1	-32
Cc1nc2ccc(S(=O)(=O)N3CCCCC3)cc2s1	16
Cc1noc(C)c1C(=O)Nc1ccccc1N1CCCC1	-7
NS(=O)(=O)c1cc2c(cc1Cl)NC(C(Cl)Cl)NS2(=O)=O (configuration not stated)	13
O=C(Cc1ccccc1)N1CC[C@@H]2[C@H]1c1cc(-c3cccc(F)c3)ccc1N[C@@H]2CO	70*[25 µM]
Cc1noc(C)c1S(=O)(=O)N(C)C[C@@H]1OCc2cn(nn2)CCCC(=O)N([C@@H](C)CO)C[C@H]1C	-3[25 µM]
O=C(/C=C/c1ccccc1)CC(O)(c1ccccc1)C(F)(F)C(F)F (configuration not stated)	56*
Nc1nc2cc(S(=O)(=O)N3CCOCC3)ccc2o1	-4
N#CCC(=O)Nc1ccc(C(=O)OCC(=O)Nc2ccc3ccccc3c2)cc1	-8
O=C(Nc1ccc2nn(-c3ccccc3)nc2c1)c1ccco1	-82
COc1cccc(S(=O)(=O)N2CC[C@@H]3[C@H](CO)Nc4ccc(C5=CCCCC5)cc4[C@@H]32)c1	-8[25 µM]
O=C(O)CCC(=O)c1ccc2c(c1)CCCC2	-5
NC(=O)C1(Nc2ccc(-c3ccccc3)cc2)CCCC1	-24
O=C(COC(=O)c1cccc(S(=O)(=O)N2CCOCC2)c1)Nc1ccc(Cl)cn1	10
O=C(C[C@H]1C[C@H]2c3cc(NC(=O)c4ccc5c(c4)OCO5)ccc3O[C@H]2[C@@H](CO)O1)NC1CCCCC1	-2[25 µM]

Screening results: PubChem, Broad Institute

Not all compounds are listed; count on the stated rates, not on these rows.
